Screening results (PubChem)
D2 ag = D2 dopamine receptor (human) agonism; AID 485358; HEK293 T-REx D2 cells, calcium flux agonist mode; activation, % at 2 µM; P14416; 340,000 compounds, 0.53% hits;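 active = activation over 3 SD above normal in the single-dose calcium agonist read, cut at about 30% in these data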; note: 0% is about no effect
Target sequence (P14416 whole entry, looked up): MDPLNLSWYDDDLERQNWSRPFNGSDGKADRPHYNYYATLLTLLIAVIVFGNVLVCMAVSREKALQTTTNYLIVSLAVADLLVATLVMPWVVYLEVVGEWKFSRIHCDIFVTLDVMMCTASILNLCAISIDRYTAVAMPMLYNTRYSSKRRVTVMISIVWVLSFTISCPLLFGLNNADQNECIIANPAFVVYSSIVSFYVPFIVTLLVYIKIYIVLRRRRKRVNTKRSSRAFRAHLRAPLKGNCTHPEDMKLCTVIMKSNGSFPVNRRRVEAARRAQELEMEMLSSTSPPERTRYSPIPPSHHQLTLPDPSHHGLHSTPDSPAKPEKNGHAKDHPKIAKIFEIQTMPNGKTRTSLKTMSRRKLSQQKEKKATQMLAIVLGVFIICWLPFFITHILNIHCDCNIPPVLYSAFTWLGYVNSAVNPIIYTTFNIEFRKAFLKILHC
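HEK293 Trex D2 cells, tetracycline-induced, o/n 30 C 5% CO2; no-wash Ca dye, RT 30–90 min; 10-cycle baseline, 23 nl cpd added, kinetic Ca read 180 s; agonist hits = positive Ca response.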
RXFP1 ag = agonists of human relaxin receptor RXFP1. HEK293T-RXFP1 cAMP TR-FRET, 30 min; response scale: percent of porcine relaxin response, buffer zero. Potency, µM (doses to about 57.5 µM), without a hit: at the top dose activation, actives largely listed as activators. 370,000 compounds, 0.3% hits. AID 2676; active = well fitted activation curve with a large enough effect; note: potency is the fitted concentration of half-maximal effect; % is set by controls: 0 for no effect and ±100 for the full control effect; nearly all actives have a fitted effect of over 60% in size; many of its hits are not listed in these tables
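HEK293T cells stably expressing RXFP1 were pretreated with the PDE4 inhibitor Ro 20174, exposed to compounds for 30 min at 37C, lysed, and cAMP was read by TR-FRET. Data normalized to buffer (basal) and 29 nM porcine relaxin (100%).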
D2 potentiator = D2 dopamine receptor (human) potentiation | 340,000 compounds, 0.34% hits | HEK293 T-REx D2, calcium flux, EC20 dopamine potentiation | AID 485347 | potentiation, % at 10 µM | P14416;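 active = potentiation over 3 SD above the plate norm, cut at about 30% in these data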; note: 0% is about no effect
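Calcium flux readout, no-wash dye, 1 read/s. Inducible HEK293 Trex D2 line, overnight 30 C. Compound alone 180 s (agonist flags), then EC20 dopamine, another 180 s to score potentiation.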
D2 antagonist = D2 dopamine receptor (human) antagonism; P14416; HEK293 TREx D2 cells, calcium flux, dopamine EC80; inhibition, % at 10 µM; 340,000 compounds, 2% hits; in the data active = inhibition above about 30%; note: 0% is about no effect
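Calcium mobilization kinetics were recorded at 1 s intervals in tetracycline-induced HEK293 T-REx D2 cells, first for 180 s after compound addition and then 180 s after EC80 dopamine.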
D1 ag = activates the human D1 dopamine receptor | HEK293 T-REx D1 cells, calcium flux, agonist mode | activation, % at 2 µM | P21728 | AID 504660 | 360,000 compounds, 1% hits; in the data active = activation above about 30%; note: 0% is about no effect
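Agonism was scored from calcium flux recorded over 180 s (1 read/s) after pintool compound addition, following a 10-cycle baseline. Cells were inducible force-coupled HEK293 TREx D1, plated overnight at 30 C and loaded with no-wash calcium dye.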
D1 antagonist = human D1 dopamine receptor antagonism; HEK293 TREx D1 cells, calcium flux, dopamine EC80; stronger effect = lower value; AID 504652; 360,000 compounds, 3.2% hits; activity change, negative = inhibition, % at 10 µM; P21728; in the data active = activity change below about -30%; note: % is set by controls: 0 for no effect and ±100 for the full control effect
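Inducible Hek293 Trex D1 cells (tetracycline, overnight, 30 C). Calcium dye 30–90 min RT. Antagonist mode: EC80 dopamine added after 180 s compound read.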
D1 PAM = enhances dopamine response at the human D1 receptor. 360,000 compounds, 0.036% hits. HEK293 TREx D1 cells, calcium flux, dopamine EC20 potentiation. P21728. potentiation, % at 10 µM; in the data active = potentiation above about 30%; note: 0% is about no effect
RXFP1 antag = RXFP1 (human) relaxin receptor antagonism | Q9HBX9 | HEK293-RXFP1, relaxin-stimulated cAMP HTRF, 30 min; stronger effect = lower value | activity change, negative = inhibition, % at 57.5 µM | 350,000 compounds, 0.59% hits | AID 1259400;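 active = activity change of -60% or lower, but not beyond a set lower limit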; note: % is set by controls: 0 for no effect and ±100 for the full control effect
TRHR enhancer = TRH receptor (human) allosteric enhancement. P34981. TRHR cells, fluo-8 calcium fluorescence, EC20 TRH enhancement. enhancement, % at 2 µM. 360,000 compounds, 0.66% hits; in the data active = enhancement above about 30%; note: 0% is about no effect
Target sequence (P34981 whole entry, looked up): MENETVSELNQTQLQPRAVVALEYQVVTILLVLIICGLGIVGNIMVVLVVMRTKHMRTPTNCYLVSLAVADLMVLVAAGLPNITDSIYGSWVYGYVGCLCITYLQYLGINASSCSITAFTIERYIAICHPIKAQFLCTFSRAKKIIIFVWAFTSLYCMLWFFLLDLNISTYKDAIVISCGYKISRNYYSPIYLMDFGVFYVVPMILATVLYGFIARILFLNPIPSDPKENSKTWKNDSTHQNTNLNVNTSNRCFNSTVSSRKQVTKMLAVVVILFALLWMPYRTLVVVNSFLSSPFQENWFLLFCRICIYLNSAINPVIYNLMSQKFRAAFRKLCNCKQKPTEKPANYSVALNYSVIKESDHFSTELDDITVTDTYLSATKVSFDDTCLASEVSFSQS
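Enhancer read-out: after compound pinning and an initial kinetic agonist-mode read, an EC20 of TRH (10 nM final) was injected and fluo-8 calcium signal (Ex 480/Em 530) followed at 1 s/cycle for 100 cycles in TRHR-expressing cells.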
* hit, by the source's call; . = no result given; & = joins results of further samples. Some of the compounds tested, so the mix of outcomes need not match the whole.

SMILES | D2 ag | RXFP1 ag | D2 potentiator | D2 antagonist | D1 ag | D1 antagonist | D1 PAM | RXFP1 antag | TRHR enhancer
N#C/C(=C/c1cccs1)c1ccccn1 | . | -0.3% | . | . | -1 | -7 | -6 | 0 | -2
N#C/C(=C(/O)CN1CCN(c2ccccc2F)CC1)c1nc(-c2ccccc2)cs1 | -0.3 | 2.4% | 12 | -8 | 7 | -24 | 0 | 4 | -2
CN(C)c1nc(-c2ccc([N+](=O)[O-])cc2)cs1 | -0.2 | 1.3% | -11 | -14 | -2 | . | -2 | -6 | 6
COCc1c(N)c(C)nc(Cl)c1C#N | 0.6 | 1.3% | -1 | 9 | 2 | -11 | 4 | -5 | -1
CCNC(=O)c1ccc(N(C)S(=O)(=O)c2cccs2)cc1 | -0.1 | 0.4% | 18 | -29 | 2 | 8 | -4 | 8 | 0
CNC(=O)c1cccc2cccc(Sc3ccccc3C(=O)O)c12 | 0.5 | 14% | -5 | 4 | 3 | -3 | -3 | -14 | -4
CCOC(=O)c1c(C)c(C(=O)NCc2ccc3c(c2)OCO3)c(C)n1CC | -1.8 | -0.5% | 1 | 0 | 1 | 6 | 3 | -7 | 3
CSc1nc(-c2ccco2)nn1C(=O)c1ccccc1Cl | -1.7 | 1.2% | 3 | -1 | 3 | 1 | -4 | -9 | 0
COc1cccc(N(CC(=O)NCCSCc2ccc(C)cc2)S(C)(=O)=O)c1 | 0.0 | 0.3% | -7 | 0 | 4 | -8 | -4 | 6 | 2
O=C(Cn1nc(-c2cccs2)ccc1=O)Nc1ccc(Br)cc1 | 0.8 | -1.3% | 0 | -13 | 4 | 11 | 0 | -5 | 1
COc1ccc(C2=NOC(Cn3nc(C(=O)NCc4ccc(C)cc4)cc3-c3ccccc3)C2)cc1 (configuration not stated) | 0.4 | 0.8% | 2 | -15 | 7 | 2 | -6 | . | 2
CC(Sc1ccc(Cl)cc1)C(=O)NCC1CCCO1 (configuration not stated) | -0.3 | 0.1% | 19 | -2 | 0 | -3 | -2 | -9 | 4
CC(C(=O)O)N1C(=O)/C(=C/C=C/c2ccco2)SC1=S (configuration not stated) | 0.3 | -0.5% | 7 | -5 | 5 | -10 | -12 | -9 | 8
O=C(CN1CCS(=O)(=O)CC1)N/N=C/c1cccc(C(F)(F)F)c1 | 1.4 | 0.6% | -1 | 3 | 4 | 11 | 2 | 1 | 3
CCn1cc(C(=O)NCCCN2CCCC2)c(=O)c2cc(S(=O)(=O)N3CCc4ccccc4C3)ccc21 | -0.1 | -0.4% | -3 | -15 | -3 | 1 | 3 | 3 | -3
COc1ccccc1N1CCN(C(=O)c2cc(N3C(=O)C4C5CCC(C5)C4C3=O)ccc2Cl)CC1 (configuration not stated) | 2.3 | 0.1% | -2 | -5 | 1 | -4 | 0 | 0 | 2
Cc1cc(C=O)c(C)n1-c1cccc(C(=O)O)c1 | 0.4 | 0.6% | -1 | 17 | 4 | 8 | -1 | -11 | -4
Cn1cc(-c2cc3n(n2)CCC(=O)N3CC(=O)NCc2ccc(Cl)cc2)c2ccccc21 | -1.5 | 1.1% | -5 | . | -1 | -22 | 5 | 2 | -5
Nc1nc(CSC(=S)N2CCOCC2)nc(Nc2ccc(F)cc2)n1 | . | -0.1% | 13 | . | 1 | -13 | 4 | . | -1
COc1ccc(/C=C2\SC(=O)N(CC(=O)Nc3ccc(O)cc3)C2=O)cc1OC | 1.2 | -0.8% | 0 | 10 | 1 | -5 | -2 | 5 | -1
Cc1cc(C)cc(NC(=O)CSCc2cc(=O)c3ccc(C)c(C)c3[nH]2)c1 | -0.2 | 6.9% | -5 | . | 1 | -3 | 5 | -8 | 1
CCN(CC)CCn1c2c(c(SCC(=O)NCc3ccccc3)nc1=O)CCC2 | -0.2 | 0.1% | -11 | 6 | 0 | -7 | 6 | 2 | 0
CC(=O)c1c(C)[nH]c(C(=O)COC(=O)CCOc2ccc(C)cc2)c1C | 1.6 | -0.3% | -22 | -4 | 5 | -9 | -6 | -15 | 6
COC(=O)Cc1c(C)nc2nc(-c3ccc(Cl)cc3)[nH]n2c1=O | -0.1 | 1.6% | 3 | 5 | 1 | 0 | -1 | -6 | 16
CCC(C)N1CNc2c(c(=O)[nH]c(=S)n2-c2cccc(C)c2)C1 (configuration not stated) | -0.7 | -1.8% | -2 | 1 | 6 | 10 | 1 | -22 | 5

Overlap with the part before: 5 entries, followed by the next part.
SMILES | D2 ag | RXFP1 ag | D2 potentiator | D2 antagonist | D1 ag | D1 antagonist | D1 PAM | RXFP1 antag | TRHR enhancer
Cc1cc(C)cc(NC(=O)CSCc2cc(=O)c3ccc(C)c(C)c3[nH]2)c1 | -0.2 | 6.9% | -5 | . | 1 | -3 | 5 | -8 | 1
CCN(CC)CCn1c2c(c(SCC(=O)NCc3ccccc3)nc1=O)CCC2 | -0.2 | 0.1% | -11 | 6 | 0 | -7 | 6 | 2 | 0
CC(=O)c1c(C)[nH]c(C(=O)COC(=O)CCOc2ccc(C)cc2)c1C | 1.6 | -0.3% | -22 | -4 | 5 | -9 | -6 | -15 | 6
COC(=O)Cc1c(C)nc2nc(-c3ccc(Cl)cc3)[nH]n2c1=O | -0.1 | 1.6% | 3 | 5 | 1 | 0 | -1 | -6 | 16
CCC(C)N1CNc2c(c(=O)[nH]c(=S)n2-c2cccc(C)c2)C1 (configuration not stated) | -0.7 | -1.8% | -2 | 1 | 6 | 10 | 1 | -22 | 5
O=C(CSc1ncnc2sc(-c3ccccc3)cc12)NC1CCS(=O)(=O)C1 (configuration not stated) | 0.5 | 6.0% | 11 | -13 | 8 | -28 | -1 | 1 | 0
Cc1nn(-c2ccc(N3CCCCC3)nn2)c(C)c1CCC(=O)NCc1ccc(F)cc1 | 0.8 | 0.0% | -6 | . | 0 | -13 | -5 | 0 | 5
N#CCC(=O)Nc1ccc(C(=O)OCC(=O)c2ccc3c(c2)NC(=O)CO3)cc1 | -1.4 | 2.0% | 12 | 4 | 3 | -15 | 5 | 4 | 0
O=C1CCc2cc(NS(=O)(=O)c3ccc(Br)cc3)cc3c2N1CC3 | . | 0.3% | 5 | . | 4 | 5 | -7 | 7 | -2
Cc1ccc(CNC(=O)CCn2ccc3cc(S(=O)(=O)N4CCCC4)ccc32)cc1 | -0.1&-0.9 | 2.5%&1.0% | 18&-10 | -21 | 2&-1 | -3&-2 | 0&-2 | -12&-17 | -7&-5
COc1ccc(N(CC(=O)Nc2cc(C(=O)O)ccc2C)S(=O)(=O)c2c(C)noc2C)cc1 | -0.7 | -0.9% | 10 | 11 | -2 | 7 | -3 | 9 | -6
Cc1onc(C(=O)N2CCN(C(c3ccccc3)c3ccccc3)CC2)c1[N+](=O)[O-] | -0.6 | 0.8% | 1 | 3 | -2 | -4 | -2 | -31 | -5
Cc1ccc(CNC(=O)C2CCCN(C(=O)Nc3ccc(F)cc3)C2)cc1 (configuration not stated) | -0.1 | -2.9% | -2 | 2 | 1 | 4 | -4 | -1 | -3
COc1ccc(C(=O)CCS(=O)(=O)c2ccc(C)cc2)cc1OC | -0.7 | -1.3% | 2 | 8 | 5 | -16 | -1 | 9 | -1
Cc1ccc(S(=O)(=O)N2CCCC2CNC(=O)C(=O)Nc2ccc(F)cc2F)cc1 (configuration not stated) | . | -1.2% | . | . | 2 | -6 | -6 | -1 | 0
CCCCOc1ccc(-c2c(C#N)c(N)[nH]c(=S)c2C#N)cc1 | -0.1 | 19% | 6 | 5 | 0 | 13 | -10 | 2 | -7
CCN(CC)S(=O)(=O)c1cccc(C(=O)Nc2cc(C)on2)c1 | -0.2 | -0.1% | 10 | 6 | -3 | -9 | -3 | 2 | -2
Cc1ccc2c(cnn2C(=O)CCCC(=O)NCc2ccc(F)cc2)c1 | -0.2 | -0.1% | 13 | -22 | 4 | -14 | -3 | 5 | 1
O=C(CNC(=O)c1ccccc1)NCC(=O)OCC(=O)c1ccccc1 | 2.6 | -1.1% | 16 | -8 | 2 | 12 | 4 | -37 | 48*
COc1ccc(OCC(O)Cn2c(N3CCCCC3)nc3c2c(=O)n(C)c(=O)n3C)cc1 (configuration not stated) | 0.2 | 3.3% | 3 | 1 | 0 | -9 | -4 | -8 | -5
O=S(=O)(c1ccccc1F)N1CCN(Cc2cc3c(cc2O)OCO3)CC1 | -0.4 | 0.5% | 8 | 10 | 1 | -21 | -3 | 3 | -12
Cc1ccccc1NC(=S)NCc1cccs1 | -0.3 | 0.5% | -8 | 3 | 0 | 3 | -2 | -4 | 5
CC(C)OC(=O)c1c(NC(=O)c2cccc(C(F)(F)F)c2)sc2c1CCCC2 | -0.5 | 2.8% | -4 | . | 1 | -10 | 1 | 12 | -4
O=c1c2cnn(-c3ccc(F)cc3)c2ncn1Cc1cccnc1 | -0.9 | 1.3% | 5 | 3 | 7 | -6 | -9 | -38 | -1
O=C1NC2c3ccccc3C(=O)N2c2c1cnn2-c1ccccc1 (configuration not stated) | 0.6 | 1.6% | -5 | -10 | 1 | -12 | -2 | 9 | -4
CNS(=O)(=O)c1ccc(C(=O)NCC(=O)NC(C)c2cccs2)cc1 (configuration not stated) | 0.6 | -1.6% | -15 | 24 | 2 | -4 | 2 | 4 | -7
C#CCOCCOCCOCCNc1nc(N2CCN(C(=O)[C@H]([C@@H](C)CC)n3cc([C@@H](N)CO)nn3)CC2)nc(N2CCN(C(=O)[C@H](Cc3ccc(O)cc3)n3cc([C@@H](N)C(C)CC)nn3)CC2)n1 (some centres not stated) | 0.1 | -0.7% | 2 | -14 | -2 | -23 | -2 | . | 3
O=C(CNC(=S)N(Cc1ccccc1F)C1CCCCC1)NCC1CCCO1 (configuration not stated) | 2.7 | 0.1% | 8 | -9 | 3 | -46* | -1 | -16 | 3
Cc1ccc(Cc2nc(-c3cccnc3)no2)cc1 | -1.2 | -0.6% | 7 | -1 | 5 | 0 | -3 | 0 | 0
COc1ccc(N2CCN(C(=O)CCc3ccccc3)CC2)cc1 | -1.0 | -0.1% | 4 | -7 | -1 | -5 | -3 | -10 | 0
O=C(Cc1ccccc1)Nc1ccc(NC(=O)C2CCCCC2)nc1 | -0.3 | -1.3% | 8 | 4 | 10 | -14 | 3 | 2 | -11
C=CCc1c(C)nc(-c2ccccc2)nc1Nc1ccccc1O | 0.2 | -1.1% | 11 | -4 | 4 | -20 | -4 | 15 | 1
CC(=O)C(C)Oc1ccc2c3c(c(=O)oc2c1)CCCC3 (configuration not stated) | 0.1 | 1.6% | 3 | 11 | 5 | -6 | -8 | 3 | 13
Cc1ccc(NC(=O)CN2C(=O)CN(C)C2=O)cc1S(=O)(=O)N1CCCCC1 | 0.0 | 1.1% | 6 | 8 | 0 | -5 | 3 | -10 | -3
Cc1ccc(Cl)cc1N1CCN(C(=O)c2ccc3c(c2)N(Cc2ccccc2F)C(=O)c2ccccc2S3(=O)=O)CC1 | 0.2 | 1.3% | 14 | . | 6 | 9 | -4 | . | -3
